KDM5B inh = blocks human KDM5B histone demethylase activity. Potency, µM (doses to about 57.7 µM), inactives show at the top dose activity change, negative = inhibition, usual class: inhibitors. KDM5B demethylase, FDH-coupled NADH fluorescence (FDH is formaldehyde dehydrogenase). actives 2.6% (n = 220,000). AID 1347165; active = well fitted inhibition curve with a large enough effect; inconclusive = small, poorly fitted or top-dose-only effect; inactive = no such curve, though single readings can be large or run the other way; also: 0% is about no effect; nearly all actives have a fitted effect of over 70% in size
Target sequence (Q9UGL1 whole entry, looked up): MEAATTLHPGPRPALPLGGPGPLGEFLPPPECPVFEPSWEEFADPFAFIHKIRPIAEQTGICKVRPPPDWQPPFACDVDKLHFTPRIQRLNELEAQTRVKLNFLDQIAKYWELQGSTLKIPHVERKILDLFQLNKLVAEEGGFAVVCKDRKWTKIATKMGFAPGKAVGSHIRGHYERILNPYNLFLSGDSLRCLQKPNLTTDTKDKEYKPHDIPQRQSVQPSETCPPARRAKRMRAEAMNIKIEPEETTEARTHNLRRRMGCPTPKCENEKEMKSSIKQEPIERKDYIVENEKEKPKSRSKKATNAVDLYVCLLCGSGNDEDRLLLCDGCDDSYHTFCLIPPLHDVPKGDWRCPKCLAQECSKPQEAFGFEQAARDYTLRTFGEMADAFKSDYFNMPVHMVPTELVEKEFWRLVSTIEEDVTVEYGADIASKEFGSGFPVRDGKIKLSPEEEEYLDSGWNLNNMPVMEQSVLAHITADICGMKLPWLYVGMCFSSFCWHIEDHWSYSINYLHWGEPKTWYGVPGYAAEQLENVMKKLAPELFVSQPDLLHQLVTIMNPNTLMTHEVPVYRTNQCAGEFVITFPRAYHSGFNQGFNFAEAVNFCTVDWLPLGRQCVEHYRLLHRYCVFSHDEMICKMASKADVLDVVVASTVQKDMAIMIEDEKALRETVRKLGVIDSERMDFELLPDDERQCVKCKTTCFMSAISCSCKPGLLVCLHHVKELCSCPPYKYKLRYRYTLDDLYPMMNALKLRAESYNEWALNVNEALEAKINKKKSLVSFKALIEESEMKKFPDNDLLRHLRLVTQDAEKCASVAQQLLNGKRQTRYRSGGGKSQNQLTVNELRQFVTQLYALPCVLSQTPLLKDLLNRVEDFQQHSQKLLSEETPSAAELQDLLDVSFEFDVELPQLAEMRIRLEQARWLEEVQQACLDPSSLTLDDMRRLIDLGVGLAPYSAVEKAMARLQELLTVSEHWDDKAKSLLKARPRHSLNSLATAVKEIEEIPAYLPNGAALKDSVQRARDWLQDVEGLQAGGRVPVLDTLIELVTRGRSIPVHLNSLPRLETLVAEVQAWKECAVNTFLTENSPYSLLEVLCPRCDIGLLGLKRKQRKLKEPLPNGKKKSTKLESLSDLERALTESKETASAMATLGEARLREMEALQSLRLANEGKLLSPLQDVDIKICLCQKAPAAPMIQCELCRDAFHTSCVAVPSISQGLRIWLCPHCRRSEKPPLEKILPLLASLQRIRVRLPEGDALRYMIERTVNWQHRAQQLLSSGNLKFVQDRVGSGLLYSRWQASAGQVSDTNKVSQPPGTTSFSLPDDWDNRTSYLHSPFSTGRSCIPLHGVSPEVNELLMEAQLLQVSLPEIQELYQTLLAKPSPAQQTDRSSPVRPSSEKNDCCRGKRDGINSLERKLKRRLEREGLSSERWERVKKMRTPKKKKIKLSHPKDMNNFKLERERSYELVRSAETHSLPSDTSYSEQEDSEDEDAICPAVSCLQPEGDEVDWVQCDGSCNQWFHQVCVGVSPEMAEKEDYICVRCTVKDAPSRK
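Here, H3K4me3 peptide (12.5 µM in substrate mix) is demethylated by KDM5BΔAP, 200 nM final, after 10 min compound exposure. Formaldehyde product is coupled through FDH (0.25 U/mL in mix) to NADH fluorescence; 30-min ΔRFU feeds dose-response curves.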
Starred values were filed as active, the others as inactive; ? = inconclusive; & = joins results of further samples; [ ] = another dose, or the depositor's remark. Potency is read from the fitted curve at half-maximal effect. Some of the compounds tested; count on the stated rates, not on these rows.

#	mol	KDM5B inh
1	CCc1ccc(NC(=O)NNC(=O)CCc2ccccc2)cc1	23%
2	CN1CC(=O)N(C2CCCNC2)Cc2c(NCCO)ncnc21 (stereo unspecified)	-30%[149 µM]
3	COC(=O)c1ccc(NC(=S)NCCCN2CCCC2=O)cc1	-17%
4	Cc1cccc2c1nc1n2[C@@H](CNC(=O)c2ccncc2)COC1	?
5	CCc1ccccc1NC(=O)CCc1c[nH]c2ccccc12	15%
6	N#Cc1ccc(O[C@@H]2COCC[C@H]2NC(=O)CCn2ccc(=O)[nH]c2=O)cc1	-8%
7	Cc1ccc(S(=O)(=O)N2CCN(C(=O)NC(C)CCc3ccccc3)CC2)cc1 (stereo unspecified)	0%
8	O=C(NCCc1csc(-c2ccc(C(F)(F)F)cc2)n1)C(=O)Nc1ccccc1F	6%
9	Cc1ccc(Oc2cc(C#N)c(C#N)cc2Oc2ccc(C)c(C)c2)cc1C	29%
10	CCN(Cc1cccs1)C(=O)/C=C/c1cccnc1	-6%
11	O=C(C1CCCCC1)N1CCC2(CC1)CC(N(Cc1ccc(F)cc1)C1CC1)CCO2 (stereo unspecified)	-17%
12	Cc1cc(C)c(S(=O)(=O)N2CCN(Cc3ccc4c(c3)OCO4)CC2)cc1C	6%
13	O=C(NCCc1ccncc1)C1CN(C(=O)C2CCCCC2)CC12CCOCC2 (stereo unspecified)	9%
14	Cc1cc(C)cc(NC(=O)Cc2noc3ccccc23)c1	-10%
15	O=C(CSc1nc2ccccc2o1)N1CCCC1C1CCCCC1 (stereo unspecified)	3%

Retrieved one by one from the list above:
#	mol	KDM5B inh
5	CCc1ccccc1NC(=O)CCc1c[nH]c2ccccc12	15%
6	N#Cc1ccc(O[C@@H]2COCC[C@H]2NC(=O)CCn2ccc(=O)[nH]c2=O)cc1	-8%
12	Cc1cc(C)c(S(=O)(=O)N2CCN(Cc3ccc4c(c3)OCO4)CC2)cc1C	6%
3	COC(=O)c1ccc(NC(=S)NCCCN2CCCC2=O)cc1	-17%

Next entries:
#	mol	KDM5B inh
16	Cc1cccc(NC(=O)CN2C(=O)c3cccc4cccc2c34)c1C	-5%
17	COC(=O)c1ccccc1NC(=O)CN1C(=O)COc2ccccc21	-11%
18	Nc1nc(CN2CCN(C(=O)c3ccccc3Cl)CC2)nc2ccccc12	-9%
19	O=C(NCc1ccc(F)cc1)N1CCCC(Cn2cnc3cccnc32)C1 (stereo unspecified)	-6%
20	Cc1cnc(C2CC2)n1C1CCN(C(=O)c2ccoc2)CC1	-7%
21	CCOc1ccc(C(=O)N2C[C@@H](CO)[C@H](C(=O)NC)C2)cc1	-6%
22	COc1ccc(NC(=O)CN2CCN(Cc3ccccc3Cl)S2(=O)=O)cc1Cl	-15%
23	COc1ccc(CC(=O)OCC(=O)Nc2ccccc2OC(F)F)cc1	3%
24	COc1cccc(-c2cc(C3CCN(S(=O)(=O)c4ccc(F)cc4F)CC3)[nH]n2)c1	?
25	C[C@@H](c1ccccc1)N1C(=O)[C@@H]2CN(C(=O)c3ccc(N(C)C)cc3)CCN2C1=O	-23%[86.2 µM]
26	CCN1CC(C(=O)N2CCN(CCOc3ccccc3)CC2)CC1=O (stereo unspecified)	25µM*
27	CCc1ccc(S(=O)(=O)Nc2ccc(N3CCN(C)CC3)cc2)cc1	-15%
28	CC1Cc2ccccc2N1S(=O)(=O)c1ccccc1F (stereo unspecified)	4%
29	COc1ccc(CCC(=O)N2CCCCCCNC(=O)CC2)cc1	-19%
30	COc1ccccc1CNC(=O)Cn1ncc2c(C)n(Cc3ccccc3Cl)c(C)c2c1=O	-11%

Single entries from above.
CCN1CC(C(=O)N2CCN(CCOc3ccccc3)CC2)CC1=O (stereo unspecified) | KDM5B inh = 25µM*
O=C(NCc1ccc(F)cc1)N1CCCC(Cn2cnc3cccnc32)C1 (stereo unspecified) | KDM5B inh = -6%
CCOc1ccc(C(=O)N2C[C@@H](CO)[C@H](C(=O)NC)C2)cc1 | KDM5B inh = -6%

Going on with the list.
#	mol	KDM5B inh
31	CCCNC(=O)N1CCCC1c1nc(C2CCOCC2)no1 (stereo unspecified)	17%
32	COc1ccc(C2CCCN2C(=O)Cn2cccnc2=O)c(OC)c1 (stereo unspecified)	10%
33	CCOc1ccc(NC(=O)Cn2c(=O)n(Cc3ccc(C(=O)NCc4ccc5c(c4)OCO5)cc3)c(=O)c3ccccc32)cc1	-18%
34	CCc1ccc(N(CC)C(=O)Cn2c(=O)oc3ccccc32)cc1	5%
35	CCc1noc(-c2nnn3c2COC(c2ccc(OC)cc2)C3)n1 (stereo unspecified)	11%
36	CCn1cc(C(=O)N2C[C@H](CO)C[C@H](CN3CCCC3)C2)c(C)n1	-35%
37	COc1cccc(C(=O)c2sc(Nc3ccc(C)cc3C)c(S(=O)(=O)c3ccccc3)c2N)c1	?
38	CC(C)(C)C(=O)N1CCN(c2nc3c(F)cccc3s2)CC1	-7%
39	CC1=C[C@@H](CNC(=O)C(C)C)[C@H](C(C)C)C[C@H]1Cc1nc2ncccc2[nH]1	?
40	Cc1cccc(-n2c3nc(=O)n(C)c(=O)c-3cc3c(Cl)cccc32)c1C	-8%
41	CNC(=O)[C@@H]1C[C@H](Oc2cccnc2)CN1C(=O)CCc1c[nH]c2ccccc12	-34%
42	COc1cc(NC(=O)CSc2nc3ncccc3o2)cc(OC)c1	-9%
43	COc1ccc(/C=C/C(=O)OCc2cc(=O)oc3cc(C)ccc23)cc1	6%
44	CCCCn1c(N)c(N(CC(C)C)C(=O)c2ccc(-c3ccc(Cl)cc3)o2)c(=O)[nH]c1=O	-9%
45	CCOC(=O)C1=C(C)NC(=S)N(C(C)=O)C1c1ccc(OC)c(OC)c1 (stereo unspecified)	14%
46	O=c1[nH]nc(-c2ccc(NCCO)c([N+](=O)[O-])c2)c2ccccc12	24%
47	CCCCc1cc(=O)oc2cc(OC(C)C(=O)NCc3ccncc3)ccc12 (stereo unspecified)	?
48	COc1ccc(S(=O)(=O)Oc2ccc3c(c2)O/C(=C\c2cccc(OC)c2OC)C3=O)cc1	2%
49	CC(Sc1n[nH]c(=O)n1C1CC1)C(=O)c1ccc(F)cc1 (stereo unspecified)	-10%
50	CC(=O)N1CCC(c2nn(-c3ccc(F)cc3)c(=O)[nH]2)CC1	10%[86.2 µM]
51	CC(C)CC(=O)NN	12%
52	Cc1ccc(S(=O)(=O)NCc2nc(-c3ccccc3)oc2C)cc1	14%
53	Cc1ccc(CN2C[C@H]3CN(Cc4ccc(C(=O)O)cc4)CCN3C2=O)cc1	-35%[86.2 µM]
54	O[C@@H]1CCN(Cc2nc(C3(O)CCN(C4CCCC4)CC3)cs2)C1	-22%[86.2 µM]
55	CCC(=O)N1N=C(c2ccsc2)CC1c1ccc2nccnc2c1 (stereo unspecified)	9%
56	O=C(c1ccccc1)N1CCC2(CC1)C(=NC1CCCCC1)NC(=O)N2c1cc(F)cc(F)c1	-2%[115 µM]
57	COc1ccccc1N1CCN(Cc2ccc(=O)n(C)c2)CC1	-19%
58	COc1ccc(-c2cc3ccc(O)c(CN4CCCC(C)C4)c3oc2=O)cc1 (stereo unspecified)	?
59	O=C1N(CCc2ccccc2)c2ccccc2C12CCN([S+](=O)([O-])c1cccs1)C2 (stereo unspecified)	-6%&-12%
60	CN(Cc1ccccc1F)C(C(=O)NC1CC1)c1ccccc1 (stereo unspecified)	16%
61	COc1ccc(CCNC(=O)c2ccc3c(c2)CCN3S(=O)(=O)c2ccccc2)cc1	-26%
62	Cn1nc(C(=O)OCCOc2ccc(C#N)cc2)c2ccccc2c1=O	16%
63	Cc1ccc(OCCCn2c(C3CC(=O)N(c4cccc(Cl)c4)C3)nc3ccccc32)c(C)c1 (stereo unspecified)	-53%
64	Cc1ccc(S(=O)(=O)N(CC(N)=O)Cc2c(F)cccc2Cl)cc1	12%
65	COc1ccc(N2CC(C(=O)N3CCc4ccccc43)CC2=O)cc1 (stereo unspecified)	4%
66	Cc1ccc(Cl)cc1NC(=O)CCC(=O)N1CC(C)Sc2ccccc21 (stereo unspecified)	-23%
67	COc1ccc(-c2[nH]nc3ncc(-c4ccc(CO)cc4)nc23)cc1F	-25%[86.2 µM]
68	Cc1ccccc1CNC(=O)CN1C(=O)CSc2ccc(S(=O)(=O)N(C)C)cc21	-14%
69	Cc1ccn(CC(=O)N2CCCC(N3CCN(Cc4ccc5c(c4)OCO5)CC3)C2)n1 (stereo unspecified)	-16%
70	Cc1c(CO)cccc1NC(=O)c1ccc(CN2CCCC(C)C2)cc1 (stereo unspecified)	?
71	O=C(C1CCN(c2ncnc3c2sc2cccc(F)c23)CC1)N1CCCC1	?
72	CCCCc1ccc(C(=O)Nc2ccc3nc(N(CC)CC)cc(C)c3c2)cc1	?
73	O=C(CCC(=O)N(CC(=O)NC1CCCCC1)c1ccccc1F)Nc1nccs1	-16%
74	CCN1CCN(c2oc(/C=C/c3cccs3)nc2C#N)CC1	?
75	COc1ccc(N2C(=O)CS(=O)(=O)C23C(=O)N(Cc2ccccc2)c2ccccc23)cc1 (stereo unspecified)	-18%

Two of the compounds above, with each value named:
14) Cc1cc(C)cc(NC(=O)Cc2noc3ccccc23)c1
- KDM5B inh = -10%

6) N#Cc1ccc(O[C@@H]2COCC[C@H]2NC(=O)CCn2ccc(=O)[nH]c2=O)cc1
- KDM5B inh = -8%

The listing continues:
#	mol	KDM5B inh
76	Cc1ccc(CS(=O)(=O)c2ncc(Cl)c(C(=O)Nc3nc4ccc(F)cc4s3)n2)cc1	?
77	CN(C)C[C@@H]1CN(S(C)(=O)=O)C[C@H]1NC(=O)Cc1cccc(F)c1	-5%
78	CCCCc1nc2sc3c(NCCN(C)C)ncnc3c2c2c1COC(C)(C)C2	-8%
79	O=C(c1ccc(C(F)(F)F)cc1)N1CCN(C2CC2)CC1	11%
80	COc1ccc(S(=O)(=O)NCCS(=O)(=O)N2CCN(c3ccccc3)CC2)cc1OC	2%
81	O=C(O)c1cccc(-c2cnccn2)c1	-2%[230 µM]
82	COc1ccc(C(=O)c2cn(Cc3ccccc3)c3ccccc3c2=O)cc1OC	-17%
83	COc1ccccc1N1C(=O)N(Cc2ccc3c(c2)OCO3)c2ccccc2S1(=O)=O	8%
84	COc1ccc(C(=O)N[C@@H]2C[C@H](COc3cccc(C)n3)[C@@H](O)[C@H]2O)cc1	-15%[86.2 µM]
85	Cc1noc(C)c1S(=O)(=O)N(C)Cc1ccc(F)cc1	-13%[86.2 µM]
86	CCc1cccc(NC(=O)c2c(C)oc3nc(C)nc(N4CCCC4)c23)c1	-5%
87	CCc1cccc(NS(=O)(=O)c2ccc3c(c2)CC(C)N3C(=O)C2CC2)c1 (stereo unspecified)	9%
88	Cc1cccc(NC(=O)CSc2nc3c(c(=O)n2CCc2ccccc2)SCC3)c1	-31%
89	CCOc1nc(OCC#N)nc(N2CCOCC2)n1	24%
90	CCOC(=O)c1cnc(COc2ccc(OC)cc2)[nH]c1=O	14%
91	Cc1cccc(C(=O)N2C[C@@H]3CCCN4CCC[C@@H]([C@H]34)[C@H]2CCCC(=O)NCC2CC2)c1	-14%
92	O=C(NC1CC1)c1ccnc2[nH]ccc12	141µM*
93	CCc1ccc(CNC(=O)c2ccc3c(c2)N=C(C)c2cc(C)ccc2S3)cc1	-16%
94	Cc1cc(C)c2cc(C(=O)OCc3ccc(C(=O)N4CCCC4)cc3)[nH]c2c1	170%[activator]
95	CCOC(=O)C1CCN(S(=O)(=O)c2ccc(OC)c(C(=O)N3CCCCC3)c2)CC1	16%
96	Cc1ccc(CNCc2ccccc2Cl)s1	?
97	COc1ccccc1N1CCN(C(CNC(=O)C(=O)NCCc2ccccc2)c2cccnc2)CC1 (stereo unspecified)	-11%
98	CCNC(=O)Cn1cc(C(F)(F)F)cc(Cl)c1=O	16%
99	COC(=O)[C@H](Cc1ccc(OC)cc1)NC(=O)[C@@H]1CN(C(=O)NC(C)C)CCN1S(C)(=O)=O	9%
100	CC(C)c1nnc(SCC(=O)N(C)CCOc2ccc(Br)cc2)n1Cc1ccco1	-6%
101	CCc1ccc(OC(=O)c2ccccc2C)c(Br)c1	8%
102	Cc1ccc(-c2c(C)n3c4c(=O)n(C)c(=O)n(C)c4nc3n2-c2cccc(O)c2)cc1	-37%
103	CCN(CC)S(=O)(=O)c1cccc(NC(=O)c2ccc3ccccc3n2)c1	-9%
104	CC(=O)N1CCOc2ccc(CCC(=O)NCCN3CCCCC3C)cc2C1 (stereo unspecified)	12%
105	Cc1ccc(NC(=O)c2ccc(-n3c(C)nnc3C)cc2)cc1F	-11%
106	CN1C(=O)CS(=O)(=O)C12CCN(C(=O)c1cc(F)ccc1Cl)CC2	-10%
107	O=C1Nc2cc(Cl)ccc2C(=O)N2CC[C@H](NS(=O)(=O)c3cccs3)[C@@H]12	-11%[86.2 µM]
108	CCCCN(CC)CCNC(=O)C1CCCN(c2ncnc3onc(C)c23)C1 (stereo unspecified)	10%
109	COCCNC(=O)C(NC(=O)CC(C)C)C1CCN(C(=O)c2ccccc2C)CC1 (stereo unspecified)	-5%
110	O=C(c1cccc(Cl)c1)N1CCC2(CC1)N=C(c1cccc(Br)c1)NO2	?
111	COc1ccc(-c2nc(C#N)c(NC(C)c3ccccc3)o2)cc1 (stereo unspecified)	?
112	CC(C)OC(=O)COc1ccc2cc(-c3ccc(Cl)cc3)c(=O)oc2c1	136%[activator]
113	CCSc1nc2sc3c(c2c(=O)n1-c1ccc(C)cc1)CCCC3	?
114	CCOc1ccc(Cn2c(CNS(=O)(=O)c3cccc(Cl)c3)nc3cccnc32)cc1	-5%
115	O=C(Nc1cccc(F)c1)N1CCOc2ccc(CN3CCc4ccccc4C3)cc2C1	-11%

Bioassay records from PubChem BioAssay.
